A350 fluor = compounds fluorescent in Alexa 350 spectral region. 11% of 59,000 active. AID 590. Compound autofluorescence, 340/450 nm, Alexa 350 dye-equivalents; hits give high values. max dye-equivalent concentration, M; in the data active = max dye-equivalent concentration above about 10 nM; inconclusive = mostly about 1.1 nM to 9.6 nM
TexasRed autofl = Texas Red region autofluorescence | max dye-equivalent concentration, M | 0.06% of 59,000 active | Compound fluorescence, Texas Red channel, 547/618 nm; hits give high values | AID 587; in the data active = max dye-equivalent concentration above about 10 nM; inconclusive = between about 1.1 nM and that limit
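Compound titrations in 100 mM Tris pH 8.0 were incubated 15 min at room temperature and read at 547 nm excitation / 618 nm emission. Texas Red six-point standard curve on each plate converted fluorescence to dye-equivalent concentration.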
Ub-GFP proteasome = proteasome inhibitors stabilizing ubiquitin-GFP reporter; AID 526; Ubiquitin-GFP reporter cells, proteasome inhibition, GFP fluorescence; response scale: untreated = 0%, 10 µM MG-132 = 100%; 67,000 tested, under 10 active; Potency, µM (series often up to 45.9 µM), inactives show at the top dose activation (GFP accumulation), usual class: activators; active = well fitted activation curve with a large enough effect, not every such curve was filed as active; inconclusive = small, poorly fitted or top-dose-only effect, or another doubt; inactive = no such curve, though single readings can be large or run the other way; note: potency is the fitted concentration of half-maximal effect
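GFP accumulation read-out: laser plate cytometry counting ubiquitin(G76V)-GFP-expressing U2OS cells after 4 hr compound exposure at 37 °C. Titrations spanned 46 uM to 2.9 nM; 0% = basal, 100% = 10 uM MG-132; concentration-response curves fitted.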
Fluorescein autfl = compound autofluorescence in fluorescein spectral region | max fluorescein-equivalent concentration, M | Compound autofluorescence, 480/540 nm, fluorescein-equivalent; hits give high values | 0.91% of 59,000 active; in the data active = max fluorescein-equivalent concentration above about 10 nM; inconclusive = between about 1.1 nM and that limit
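Library compounds, added at multiple concentrations to pH 8.0 Tris buffer (100 mM), incubate 15 min at room temperature before CCD imaging at 480 nm excitation and 540 nm emission.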
HBB splice mod = modulators of hemoglobin beta chain splicing; 0.06% of 65,000 active; HBB splicing reporter cell assay, activation; EGFP reporter with mutant IVS2-654 intron; response scale: normalised to 500 nM splice-correcting PNA; Potency, µM (titrated, usually from 46.1 µM), for inactives: at the top dose activation, usual class: activators; note: potency is the fitted concentration of half-maximal effect; 0% is about no effect
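Compounds were applied for 2 days to HeLa EGFP-654 cells, 500/well in Optimem with 2% FCS. The reporter's EGFP is disrupted by mis-splicing of beta-globin intron IVS2-654. Readout: summed well GFP fluorescence from 488 nm laser scanning; reference was 500 nM antisense […] 654 PNA.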
Luciferase inh = firefly luciferase inhibition; P08659; purified firefly luciferase, luminescence, 8 min; Potency, µM (top dose mostly 57.1 µM), for the others: top-dose activity change, negative = inhibition, hits mostly inhibitors; 2.2% of 72,000 active; note: potency is the fitted concentration of half-maximal effect; % is set by controls: 0 for no effect and ±100 for the full control effect; nearly all actives have a fitted effect of over 40% in size
Target sequence (P08659 whole entry, looked up): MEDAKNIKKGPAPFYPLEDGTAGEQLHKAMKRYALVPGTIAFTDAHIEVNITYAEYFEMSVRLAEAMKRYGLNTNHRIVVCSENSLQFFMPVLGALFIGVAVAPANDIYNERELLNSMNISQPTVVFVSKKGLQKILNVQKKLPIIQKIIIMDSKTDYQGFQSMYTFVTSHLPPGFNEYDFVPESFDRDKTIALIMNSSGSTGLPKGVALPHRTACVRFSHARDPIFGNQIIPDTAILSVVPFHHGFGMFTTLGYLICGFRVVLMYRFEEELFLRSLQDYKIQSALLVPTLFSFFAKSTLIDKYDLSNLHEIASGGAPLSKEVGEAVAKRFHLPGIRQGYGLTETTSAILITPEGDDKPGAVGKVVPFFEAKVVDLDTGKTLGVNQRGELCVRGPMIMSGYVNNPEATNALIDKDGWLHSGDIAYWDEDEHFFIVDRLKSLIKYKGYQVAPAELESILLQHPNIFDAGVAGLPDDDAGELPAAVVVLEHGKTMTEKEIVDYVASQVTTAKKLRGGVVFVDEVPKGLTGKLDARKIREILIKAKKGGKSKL
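qHTS concentration-response profiling: light output of P. pyralis luciferase with luciferin and 10 uM ATP, imidazole buffer pH 7.2. Read by luminescence after 8-min room-temperature incubation.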
4MU fluor = 4-MU region autofluorescence; max dye-equivalent concentration, M; compound autofluorescence, 340/450 nm, 4-MU equivalents; hits give high values; 11% of 59,000 active; in the data active = max dye-equivalent concentration above about 10 nM; inconclusive = mostly about 1.1 nM to 9.6 nM
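Compounds in 100 mM Tris, pH 8.0, sat 15 min at room temperature before fluorescence was read at 340 nm excitation/450 nm emission; a per-plate six-point 4-MU standard curve converted signals to dye-equivalent concentration at each compound concentration.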
Epigenetic mod = epigenetic GFP locus derepression in mouse cells; mouse C127i GFP locus derepression, cytometry, 30 h; Potency, µM (series often up to 46.1 µM), for the others: top-dose GFP derepression (activation); 0.09% of 68,000 active; AID 597; note: % of control where 0% means no effect
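Derepression screen: silenced CMV-GFP reporter in murine C127i cells, 30 h compound incubation at 37 C, washed cells imaged by laser-scanning cytometer to enumerate GFP-expressing objects of 20 to 120 um.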
CRE-bla Fsk = alters forskolin-stimulated CRE reporter signaling in CHO cells. CHO CRE-bla reporter (cAMP response element driving beta-lactamase), forskolin EC10, beta-lactamase ratio. Potency, µM (titrated, usually from 38.2 µM), inactives show top-dose activity change, negative = inhibition, usual class: activators. 2.5% of 71,000 active. AID 662; active = well fitted activation curve with a large enough effect in the signal ratio, with a control signal flat, not every such curve was filed as active; inconclusive = small, poorly fitted or top-dose-only effect, or effect the other way, or a change in a side signal; the % refers to the signal ratio; note: potency is the fitted concentration of half-maximal effect; % of control where 0% means no effect
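CHO CRE-bla cells, overnight plating in Opti-MEM with 0.5% dialyzed FBS; cpd titration + EC10 NKH 477, 3 h 37 °C; CCF4 2 h RT; ex 405/em 460 vs 530 ratio → %Activity, AC50.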
Hsp90 Hop PPI = changes Hsp90-Hop TPR2A binding signal, up or down | Potency, µM (top dose mostly 57 µM), inactives show at the top dose activity change, negative = inhibition | AlphaScreen TPR2A-His6 binding biotin-Hsp90 C-terminal peptide | 0.44% of 71,000 active | AID 595; active = well fitted curve in either direction with a large enough effect; inconclusive = small, poorly fitted or top-dose-only effect, or another doubt; note: potency is the fitted concentration of half-maximal effect; % is set by controls: 0 for no effect and ±100 for the full control effect; many of its hits are not listed in these tables
ERK AVP inh = inhibitors of vasopressin-stimulated ERK signaling pathway | HEK293-V1b, vasopressin-stimulated pERK AlphaScreen | Potency, µM (series often up to 57.5 µM), for inactives: top-dose activity, negative = inhibition, usual class: inhibitors | 0.99% of 72,000 active | AID 995; note: potency is the fitted concentration of half-maximal effect; % is set by controls: 0 for no effect and ±100 for the full control effect; nearly all actives have a fitted effect of over 55% in size
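V1b-HEK293 cells; cpd 30 min 37C; 25 nM vasopressin 5 min; lyse 10 min; AlphaScreen beads 5 hr RT. Normalized to DMSO basal and 25 nM vasopressin; AC50 by Hill fit.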
* marks the source's active call; other numbers are inactive results; i = inactive; u = inconclusive; x = no result given; & = joins results of further samples; [ ] = remark or other dose. Unless noted, calls come from the whole dose curve; as a rule, active = well fitted curve in the direction sought with a large enough effect; inconclusive = small, poorly fitted or top-dose-only effect, or another doubt; inactive = no such curve, though single readings can be large; an effect the other way counts as inactive or inconclusive. The list is partial; rates above refer to the full screens.

SMILES	A350 fluor	TexasRed autofl	Ub-GFP proteasome	Fluorescein autfl	HBB splice mod	Luciferase inh	4MU fluor	Epigenetic mod	CRE-bla Fsk	Hsp90 Hop PPI	ERK AVP inh
CC1CC(N(C(=O)C2CC2)c2ccccc2)c2ccccc2N1C(=O)C1CC1 (stereo unspecified)	i	i	0%	i	x	2%	i	0%	-1%	-5%	-1%
CCCc1nnc(NC(=O)CC(=O)OCC)s1	x	x	22%	x	-1.1%	0%	x	-1%	6%	0%	-13%
COC(=O)c1c(C)oc(C)c(C(=O)OC)c1=O	i	i	2%	i	7.6%[0.369 µM]	0%	i	6%	9%	1%	12%
CC(=O)NCCn1c(SCC(=O)OCc2ccccc2)nc2ccccc2c1=O	i	i	3%	u	-1.3%	2%	i	0%	-22%	-3%	-24%
CC(C)Cc1nc2oc3c(N4CCN(C)CC4)ncnc3c2c2c1CCCC2	i	i	-2%	i	-1.0%[57.5 µM]	3%	i	-2%	13%	0%	2%
COc1ccc(-c2cc(NCc3ccccn3)n3ncnc3n2)cc1	u	i	-8%	u	0.2%	-7%	u	13%	u	-7%	u
CC(C)(C)Oc1ncc(Br)c(OC(C)(C)C)n1	u	i	-7%	i	-0.3%	-1%	u	-3%	u	-6%	9%
Cc1csc2nnc(N)n12	i	i	9%	i	x	3%	i	5%	-2%	-3%	-8%
Cc1cccc(NC(=O)COc2ccccc2)c1	u	i	-4%	i	0.0%	-17%	i	0%	-3%	4%	36%[activator]
CN(c1ccc(C(=O)N2CCc3ccccc3C2)cc1)S(C)(=O)=O	u	u	3%	i	0.4%	-6%	u	0%	2%	-6%	-9%
Cn1nnc(NC(=O)c2cccc(F)c2)n1	i	i	2%	i	x	-1%	i	-1%	-1%	0%	-12%
N#Cc1cccc(-c2nc(NCc3cccs3)c3ccccc3n2)c1	i	i	3%	i	-0.8%	-2%[2.29 µM]	i	0%[9.22 µM]	u	2%	u
CS(=O)(=O)N1CCC2(CCCN(c3ncccn3)C2)CC1	i	i	6%	i	1.2%	2%[11.4 µM]	i	-2%[9.22 µM]	-1%	0%	-20%
O=C(COC(=O)CCc1c[nH]c(=O)[nH]1)Nc1cccc(Cl)c1	i	u	0%	i	-0.4%	2%	i	5%	-9%	-6%	4%
Cc1c(OCc2nn[nH]n2)ccc2c3c(c(=O)oc12)CCCC3	1.9e-08M*	u	-4%	i	0.0%[57.5 µM]	-5%	1.5e-08M*	-2%	-20%	-3%	-5%
CC1Cc2nc(SCC(=O)Nc3ccc4c(c3)OCO4)n(CCc3ccccc3)c(=O)c2S1 (stereo unspecified)	x	x	-3%	x	-1.5%	-4%	x	x	u	1%	x
O=C(c1ccccc1Oc1nnnn1-c1ccccc1)N1CCOCC1	i	i	-2%	i	0.1%	0%	i	2%	3%	0%	-17%
O=C(COC(=O)C1CCN(S(=O)(=O)c2cccs2)CC1)c1cc2ccccc2o1	i	u	1%	u	-3.4%	0%	i	1%	u	-4%	-12%
CCC(C)(C(=O)NC1CCCC1)N(Cc1ccco1)C(=O)c1ccccn1 (stereo unspecified)	i	i	1%	i	-0.8%	1%	i	-3%	u	-6%	20%
Cc1onc(-c2ccccc2Cl)c1C(=O)Nc1cccc2cccnc12	x	x	-22%	x	-1.5%	0%	x	2%	u	u	9%

Brought forward from above: 2 entries; new compounds follow.
SMILES	A350 fluor	TexasRed autofl	Ub-GFP proteasome	Fluorescein autfl	HBB splice mod	Luciferase inh	4MU fluor	Epigenetic mod	CRE-bla Fsk	Hsp90 Hop PPI	ERK AVP inh
CCC(C)(C(=O)NC1CCCC1)N(Cc1ccco1)C(=O)c1ccccn1 (stereo unspecified)	i	i	1%	i	-0.8%	1%	i	-3%	u	-6%	20%
Cc1onc(-c2ccccc2Cl)c1C(=O)Nc1cccc2cccnc12	x	x	-22%	x	-1.5%	0%	x	2%	u	u	9%
COc1ccc(-c2nc3ncccn3c2Nc2ccc3c(c2)OCCO3)cc1	i	i	-2%	i	2.8%	-4%	i	0%	-15%	-5%	-16%
CC(c1ccccc1)n1cc(C(=O)NCc2cccnc2)nn1 (stereo unspecified)	i	i	-3%	i	0.2%[57.5 µM]	-1%	i	1%	2%	-5%	-11%
CC(=O)Nc1nonc1NC(=O)CSc1ccccn1	i	i	-4%	i	1.6%	2%	i	-6%	1%	0%	-8%
CCN(CC)C(=O)CSc1nnc(-c2cccc(OC)c2)o1	i	i	2%	u	0.5%[57.5 µM]	-5%	i	6%	7%	-1%	-12%
Cc1ccc(S(=O)(=O)N2CCC(C(=O)Nc3nnc(-c4ccco4)s3)CC2)cc1	i	i	4%	i	x	0%	i	2%	-3%	-5%	18%
O=C(c1cc2nc(-c3ccco3)cc(C(F)(F)F)n2n1)N1CCN(c2ccccc2)CC1	x	x	2%	x	1.0%[9.22 µM]	1%	x	4%	25%	-16%	-8%
Cc1cc(C)cc(N2C(=O)C3C4C=CC(C4)C3C2=O)c1 (stereo unspecified)	i	u	1%	u	-1.3%	0%	i	1%	-3%	-3%	5%
O=C1NC(=O)C(c2ccccc2)(c2ccccc2)N1	i	i	4%	u	-1.0%&0.3%	2%[25.5 µM]	i	2%[20.6 µM]	-7%&-4%	2%&-7%	19%&6%&28%
O=c1c2ccccc2c(C=NCCO)c(O)n1-c1ccccc1	2.8e-08M*	u	1%	u	-3.3%[57.5 µM]	2%	2.1e-08M*	0%	u	-4%	-19%
COc1ccc(C2(C(=O)NC(C)C)CCCC2)cc1OC	i	i	2%	u	-1.2%	0%	i	3%	6%	-6%	5%
Cc1nc2nc(-c3ccccc3)[nH]n2c(=O)c1Cc1ccccc1	i	u	3%	i	-1.0%	-3%	i	-3%	0%	-3%	-9%
O=c1c(CCc2ccccc2)nc2cnc(N3CCNCC3)nc2n1Cc1cccs1	u	i	-1%	i	0.5%	-2%[11.4 µM]	u	3%[9.22 µM]	13µM*	u	-19%
O[C@@H](c1cc([C@@]23C[C@H]4CC[C@@H]2C[C@H](C4)C3)nc2c(Cl)cc(Cl)cc12)[C@@H]1CCCCN1	i	u	3%[9.17 µM]	i	2.1%[9.22 µM]	4%[11.4 µM]	i	7%[9.22 µM]	-5%[7.6 µM]	-12%[11 µM]	5%[11.5 µM]
O=C(O)COCc1nc2ccccc2[nH]1	i	i	1%	u	3.2%[57.5 µM]	2%	i	-1%	-10%	-2%	1%
COc1cccc2cc3c(=O)n(-c4ccccc4)nc-3oc12	x	x	7%	x	-0.8%	-17%	x	x	2%	-3%[2.3 µM]	u
CCCC(O)(CCN(C)C)c1ccc(OC)cc1 (stereo unspecified)	i	i	10%	i	-0.6%	-1%	i	-4%	2%	4%	-5%
Cc1ccccc1CSCCNC(=O)CN(c1ccc2c(c1)OCO2)S(C)(=O)=O	i	i	7%	u	-0.4%	0%	i	3%	16%	-5%	0%
Cc1cccn2c(=O)c3cc(C(=O)NCCCN4CCOCC4)n(C)c3nc12	x	x	10%	x	0.1%	0%	x	x	18%	0%	x
COc1ccccc1NC(=O)CN(C)S(=O)(=O)c1ccc(F)cc1	u	i	-1%	i	-0.1%	0%	u	3%	0%	-2%	12%
Cc1ccc2[nH]c(=O)c(CN(CCCN3CCOCC3)C(=O)Nc3cccc(Cl)c3)cc2c1	i	i	-4%	i	1.1%	0%	i	-2%	u	-4%	-20%
COc1ccc(NS(=O)(=O)c2cc(C)ccc2C)cc1	u	i	2%	i	0.0%[57.5 µM]	-1%	u	-2%	3%	2%	-10%
Cn1cccc1Cc1nnc(SCC(=O)NCC2CCCO2)n1CCc1ccccc1 (stereo unspecified)	i	i	7%	i	0.1%	1%	i	2%	-8%	-3%	-9%
CCn1cc(C(=O)NCC2CCCO2)c(=O)c2cc(S(=O)(=O)N(C)C)ccc21 (stereo unspecified)	x	x	-11%	x	-0.4%	0%	x	x	12%	-4%[2.3 µM]	-6%
C=CCNc1nc(-c2ccc(O)c(C(N)=O)c2)cs1	i	u	x	i	x	-1%[25.5 µM]	i	0%[20.6 µM]	x	x	x
COc1ccc(C(=O)CSc2nnc(-c3ccc(C)cc3)o2)cc1	i	i	-5%	i	-0.1%[57.5 µM]	1%	i	2%	1%	2%	-9%
Cc1cc(C(=O)CSc2nncs2)c(C)n1-c1c(C)n(C)n(-c2ccccc2)c1=O	i	i	2%	i	-0.2%[57.5 µM]	0%	i	5%	-7%	-2%	-1%
Cc1c(C)c2cc(Cl)c(O)c(CN3CCCC(C)C3)c2oc1=O (stereo unspecified)	1.3e-05M*	i	x	i	x	-1%[25.5 µM]	1.2e-05M*	-2%[20.6 µM]	x	x	x
COCCCNC(=O)c1cc(OC)c(OC)c(OC)c1	i	i	-3%	i	0.3%[57.5 µM]	0%	i	3%	18%	-3%	-5%
O=C(Nc1nnc(SCc2ccc(F)cc2)s1)c1ccco1	i	i	-1%	i	-0.3%[57.5 µM]	2%	i	4%	2%	0%	5%
c1csc(-c2cn3c(n2)SCC3)c1	x	x	0%	x	0.1%	-4%	x	-2%	-1%	-11%	4%

Screening data as filed in PubChem BioAssay.
